# TbHK1 inh – T. brucei hexokinase 1 inhibition; inhibition, % at 10 µM; actives 0.11% (n = 220,000); recombinant TbHK1, G6PDH-coupled NADH A340; AID 1430;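 active means inhibition of 50% or more in the single-dose primary screen; inactive means inhibition below 50%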
# Mdm2 ligase inh – blocks human Mdm2 ubiquitin ligase activity; AID 1230; actives 0.11% (n = 210,000); cell-based MDM2 ubiquitination luciferase reporter, 2 h; 0 = plate control, 100 = twice control, blank-subtracted; signal enhancement, % at 5 µM; Q00987;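 active means signal enhancement of 30% or more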;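 further: luminescence tracks abundance of the self-degrading MDM2-luciferase fusion protein; higher signal means inhibition of MDM2 E3 ligase activity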
#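 Assay system: mammalian cells stably expressing self-ubiquitinating, self-degrading MDM2 E3–luciferase fusion. Quantity: 2000 cells in each well. Medium: DMEM culture medium. Compound dosing: single-point 5 µM. Timing: cell settling 4 h, compound treatment 2 h, both 37 °C. Technique: luciferase luminescence. Read-out basis: percent signal gain over controls, blank-subtracted. Benchmarks: plate controls and plate blanks.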
# Hck Nef HTS – human Hck-Nef kinase inhibition. actives 0.68% (n = 220,000). Recombinant Hck-YEEI plus Nef, Z-Lyte FRET kinase assay. P08631. inhibition, % at 20 µM;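 active means Hck-Nef kinase inhibition above about 50%, limit read from the data; inactive means inhibition below that limit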;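 further: 0% = DMSO with Hck plus Nef and 100% = Hck alone without Nef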
# 14-3-3 Bad inh – disrupts binding of bovine 14-3-3 zeta to phospho-Bad peptide; P63103; TR-FRET 14-3-3zeta/Dy647-pBad peptide displacement, 1 h; inhibition, % at 21.7 µM; actives 0.71% (n = 220,000);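 active means inhibition above about 70%, limit read from the data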;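 further: 0% = full 14-3-3 plus peptide FRET controls and 100% = background without 14-3-3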
# Target sequence (P63103 whole entry, looked up): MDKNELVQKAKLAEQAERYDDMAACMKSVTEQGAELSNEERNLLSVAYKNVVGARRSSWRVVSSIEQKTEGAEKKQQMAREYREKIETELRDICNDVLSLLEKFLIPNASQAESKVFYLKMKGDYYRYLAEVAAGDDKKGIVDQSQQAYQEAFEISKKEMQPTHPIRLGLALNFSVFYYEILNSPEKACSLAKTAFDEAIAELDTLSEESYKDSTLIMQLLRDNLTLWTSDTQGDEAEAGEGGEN
# NCF1 inh – blocks human p47phox regulatory protein of NADPH oxidases | actives 0.53% (n = 220,000) | P14598 | inhibition, % at 24.7 µM | p47phox/p22phox peptide binding, fluorescence polarization, 2 h;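 active means inhibition above about 30%, limit read from the data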;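 further: 0% = p47phox with labelled peptide and 100% = labelled peptide alone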
# Target sequence (P14598 whole entry, looked up): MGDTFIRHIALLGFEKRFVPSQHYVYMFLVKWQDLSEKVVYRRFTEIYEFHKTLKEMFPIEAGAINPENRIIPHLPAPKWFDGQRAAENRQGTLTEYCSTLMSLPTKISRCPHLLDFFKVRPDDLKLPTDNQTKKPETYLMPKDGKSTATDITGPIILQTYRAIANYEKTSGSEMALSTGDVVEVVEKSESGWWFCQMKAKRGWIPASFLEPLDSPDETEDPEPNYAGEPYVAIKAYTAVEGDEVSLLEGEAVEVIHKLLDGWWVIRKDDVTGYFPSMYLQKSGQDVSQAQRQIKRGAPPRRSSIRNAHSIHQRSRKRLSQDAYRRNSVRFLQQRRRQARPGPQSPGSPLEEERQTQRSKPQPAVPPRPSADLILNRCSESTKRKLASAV
# EBV gp42 inh – EBV gp42 inhibition; Q1HVG2; Fluorescence polarization binding assay, mP read-out; inhibition, % (tested at 21.74 µM); actives 0.42% (n = 220,000); in the data active means inhibition above about 50%
# Target sequence (Q1HVG2 whole entry, looked up): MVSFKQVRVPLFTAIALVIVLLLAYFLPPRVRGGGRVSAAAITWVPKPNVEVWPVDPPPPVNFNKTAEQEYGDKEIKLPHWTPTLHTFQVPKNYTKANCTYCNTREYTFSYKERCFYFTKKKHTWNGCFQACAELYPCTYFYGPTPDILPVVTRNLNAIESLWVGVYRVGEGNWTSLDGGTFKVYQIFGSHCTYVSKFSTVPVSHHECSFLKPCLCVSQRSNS
# Runt-CBFb FRET – inhibitors of human RUNX1 Runt domain binding to CBFb | Cerulean-Runt/Venus-CBFb FRET ratio 530/480, 1 h | inhibition, % at 20 µM | actives 0.46% (n = 220,000) | AID 1496;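 active means inhibition over about 50% at 20 µM in the single-dose screen, limit read from the data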;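 further: 0% = DMSO wells and 100% = excess unlabeled CBFb competitor control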
#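 test system = Cerulean-Runt domain fusion protein, energy donor | probe or stimulus = Venus-CBFb binding partner, 100 nM | incubation = two 1 h room-temperature incubations shielded from light | detection = fluorescence energy transfer, 422 nm excitation, 530/480 nm emission | measure = loss of energy transfer signal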
# zVAD death inh – L929 zVAD cell death inhibition; actives 0.38% (n = 220,000); L929 zVAD necroptosis rescue, ATP luminescence, 24 h; with zVAD 60 µM; viability rescue, % at 10 µM;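 active means activation, scaled between plate controls, above about 75%, limit read from the data; inactive means activation under that limit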;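 further: 0% = zVAD with DMSO and 100% = DMSO alone without zVAD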
# Runt-SMMHC FRET – Runt domain-CBFb-SMMHC interaction inhibition; actives 0.74% (n = 220,000); Q01196+Q13951; Cerulean-Runt/Venus-CBFb-SMMHC FRET ratio 530/480, 1 h; AID 1434; inhibition, % at 20 µM;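 active means mean inhibition across duplicate retests at 20 µM reaching about 50%, limit read from the data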;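 further: 0% = DMSO wells and 100% = wells with excess untagged CBFb-SMMHC; inhibitors lower the FRET ratio by blocking Runt binding to CBFb-SMMHC; some results filed as inactive read as strong as hits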
# Starred values were filed as active, the others as inactive; nt = no result given; [ ] = another dose, or the depositor's remark.
SMILES,TbHK1 inh,Mdm2 ligase inh,Hck Nef HTS,14-3-3 Bad inh,NCF1 inh,EBV gp42 inh,Runt-CBFb FRET,zVAD death inh,Runt-SMMHC FRET
O=C(CSc1cn(CC(=O)N2CCCCCC2)c2ccccc12)NCC1CCCO1 (configuration not stated),-2,-16,25,-12,-5,3,-2,0.3,3
O=C(CSc1nnc(CNC(=O)c2ccccc2F)o1)Nc1ccc2c(c1)OCO2,0,-8,-33,-4,-4,0,-5,0.1,0
Cc1onc(-c2c(F)cccc2Cl)c1C(=O)N1CCOC12CCCCC2,3,3,18,-22,1,7,-4,2.5,-1
COc1ccc2c(c1OC)C(=O)N1N=C(c3ccc(F)cc3)CC21 (configuration not stated),-8,-7,24,-14,-8,-16,-2,-0.3,-2
CCOC(=O)c1oc2cc(O)ccc2c(=O)c1-c1csc(C)n1,-10,-1,-2,8,-7,-10,2,-0.1,2
O=[N+]([O-])c1cc(C(F)(F)F)cc([N+](=O)[O-])c1NCCCN1CCOCC1,-1,-19,5,-9,2,2,2,0.6,2
CCN(CC)C(c1ccc(C)cc1)c1nnnn1C1CCCCC1 (configuration not stated),6,-7,0,7,-7,-9,0,0.0,0
O=C(CCN1CCC(c2ccccc2)C1)c1cccs1 (configuration not stated),2,-6,0,1,-7,2,-1,0.0,-2
Cc1cc(C(=O)N/N=C2\CC(=O)CC(C)(C)C2)n[nH]1,-13,-16,-2,11,17,2,-1,-0.1,-9
CCOC(=O)CNc1nc(Oc2ccc(=O)n(C)n2)nc(N(CC)CC)n1,4,-7,21,-5,2,-5,0,3.6,-1
CCC(CC)NC(=O)c1oc2ccccc2c1COc1ccccc1,-3,-12,2,-4,-5,3,0,0.2,-3
CCOc1cc(C(=O)Nc2ccc(S(=O)(=O)N3CCOCC3)cc2)cc(OCC)c1OCC,-9,-4,6,5[fluorescence artefact?],-15,4,-2,0.0,-3

# Overlap with the part before: 3 compounds, then new ones.
SMILES,TbHK1 inh,Mdm2 ligase inh,Hck Nef HTS,14-3-3 Bad inh,NCF1 inh,EBV gp42 inh,Runt-CBFb FRET,zVAD death inh,Runt-SMMHC FRET
CCOC(=O)CNc1nc(Oc2ccc(=O)n(C)n2)nc(N(CC)CC)n1,4,-7,21,-5,2,-5,0,3.6,-1
CCC(CC)NC(=O)c1oc2ccccc2c1COc1ccccc1,-3,-12,2,-4,-5,3,0,0.2,-3
CCOc1cc(C(=O)Nc2ccc(S(=O)(=O)N3CCOCC3)cc2)cc(OCC)c1OCC,-9,-4,6,5[fluorescence artefact?],-15,4,-2,0.0,-3
COc1ccc(NC(=O)N(Cc2ccc(C)cc2)Cc2cccnc2)c(OC)c1,-17,-8,1,9,4,-9,0,-0.7,-1
CCCc1cc(Nc2c(C)n(C)n(-c3ccccc3)c2=O)n2c(nc3ccccc32)c1C#N,-9,0,0,2[fluorescence artefact?],-10,-7,27,-0.8,44
COc1ccc(NC(=S)NC(=O)c2csnn2)cc1,-4,-4,-4,-19,2,-14,1,0.6,0
CCOc1ccccc1CN1CCN(S(C)(=O)=O)CC1,8,-19,1,51,-3,-5,0,-0.3,3
O=C(Nc1ncccn1)c1cc([N+](=O)[O-])cc([N+](=O)[O-])c1,25,1,-1,-4,0,0,-1,1.0,0
Cc1ccc(S(=O)(=O)N/N=C\c2cn(-c3ccccc3)nc2-c2ccccc2)cc1,-1,-33,1,-10,1,-21,-1,1.4,-4
COc1ccc(OC)c(C2=NOC(C(=O)NCc3ccco3)C2)c1 (configuration not stated),-6,-12,3,3,-12,3,2,2.0,-9
Nc1nc(OCC(F)(F)F)cc(Oc2ccccc2F)n1,-1,-22,0,-3,16,-23,-1,0.5,-2
Cc1sc2nc(CC(N)=O)[nH]c(=O)c2c1-c1ccccc1,-1,6,-7,-1,-12,-7,-2,0.0,-1
O=c1[nH]c(/C=C/c2ccc(Br)cc2)nc2c1cnn2-c1ccccc1,-11,-26,-3,0,-26,-22,0,-0.4,2
CC1(C)Cc2c(C#N)c(SCc3ccccc3)nc(N3CCOCC3)c2CO1,-10,12,0,6,1,1,-4,-0.2,-5
Cc1[nH]c2ccccc2c1C1C(c2ccccc2)=NN=C(C(C)C)N1O (configuration not stated),-20,2,1,-10,-16,-10,-7,0.0,-33
CC(=O)c1cccc(NC(=O)N2C3CCC2CC(O)(c2cccnc2)C3)c1 (configuration not stated),-3,0,-1,2[fluorescence artefact?],-11,2,2,0.0,0
CCOC(=O)c1c(N)sc(C(=O)OCCOC)c1C,0,-88,-12,10,0,-5,33,-0.1,6
COc1ccc2c(CCNC(=O)CN3C(=O)c4ccccc4C3=O)c[nH]c2c1,34,-13,-1,12,-9,-2,-1,0.7,1
CCn1ccc(C(=O)NC2=C(C#N)CCC2)n1,-4,-5,1,-12[fluorescence artefact?],-2,5,-2,0.3,0
O=C(OCc1cc(=O)n2c(n1)sc1ccccc12)c1cccc(O)c1,10,5,12,3[fluorescence artefact?],-37,-14,3,0.0,-4
CC(C)(C)c1cc(NS(=O)(=O)c2ccc3c(c2)OCCO3)on1,-4,-17,-1,13,-14,-19,-4,0.3,-16
CCC(NC(=O)c1ccccc1NC(=O)c1ccccc1)C(=O)O (configuration not stated),3,-28,1,8,9,-3,-2,-0.2,-9
CC1=CC(C)(C)N2C(=O)C3(NCCc4c3[nH]c3ccccc43)c3cccc1c32 (configuration not stated),-2,0,21,-15,-10,-20,1,-0.2,0
COc1ccc(NS(=O)(=O)c2ccc(C)c(NC(=O)NC3CCCCC3)c2)cc1,1,9,2,-3[fluorescence artefact?],-7,-2,2,9.3,2
Cc1ccc(-c2csc(NC(=O)C3=COCCO3)n2)cc1,-2,-9,1,-1[fluorescence artefact?],-15,0,-2,-0.2,-2
COc1cc(NC(=O)CN2C(=O)NC(c3ccccc3)(c3ccccc3)C2=O)c(C)cc1[N+](=O)[O-],0,nt,2,-7,-22,-11,1,-0.1,-1
CC(=NCCc1ccccc1)C1=C(O)CCC1=O,-6,-20,-2,-9,-2,-12,0,0.6,-5
CCOC(=O)c1c(NC(=O)C2CCCO2)sc(C(N)=O)c1C (configuration not stated),11,11,-2,4,-3,11,0,1.8,0
COc1ccccc1NC(=O)Cn1c(=O)oc2ccccc21,-1,-13,1,-4,-10,-1,0,0.3,-1
Cc1ccc(N=Nc2ccc(N)cc2C)c(S(N)(=O)=O)c1,-13,-7,11,3,-1,-7,-2,1.2,-4
CCCSc1cc(N)cc([N+](=O)[O-])c1,-2,-6,21,-18,-3,-14,-2,0.8,-2
O=C(CCc1ccccc1)Nc1cccnc1Cl,-5,-4,6,0,-8,2,1,1.1,1
O=C(CSc1nc2ccccc2c(=O)n1Cc1ccco1)N1CCN(c2ccccc2)CC1,0,-6,8,7,-5,0,1,1.1,-4
CN(C)/C=N/c1ncn(-c2ncc(C(F)(F)F)cc2Cl)n1,0,-20,19,-19,-12,-7,4,4.8,1
COc1ccc(NC(=S)NCC2CCN(c3ccc(OC)cc3)C2)cc1 (configuration not stated),17,-12,13,-22,-5,-21,6,-0.2,6
COc1ccc(S(=O)(=O)N2CCOCC2)cc1NC(=O)c1ccccc1-c1ccc(C(F)(F)F)cc1,-7,-10,3,-1[fluorescence artefact?],-11,-8,-8,-0.8,-6
O=C(Cc1ccccc1)Nc1nnc(-c2ccco2)s1,-4,2,0,-19,-30,-27,18,0.0,11
Cc1cc(N/N=C/c2ccccc2)nc(N)n1,-57,-21,29,2,-12,-4,0,1.2,2
O=C(CNC(=S)N(Cc1ccccc1)Cc1ccccc1F)NCCc1ccccc1,11,-15,13,-4,2,8,-2,-0.3,-1

# Looked up by compound from the entries so far, 2 records:
SMILES,TbHK1 inh,Mdm2 ligase inh,Hck Nef HTS,14-3-3 Bad inh,NCF1 inh,EBV gp42 inh,Runt-CBFb FRET,zVAD death inh,Runt-SMMHC FRET
Cc1ccc(N=Nc2ccc(N)cc2C)c(S(N)(=O)=O)c1,-13,-7,11,3,-1,-7,-2,1.2,-4
CCOC(=O)c1c(NC(=O)C2CCCO2)sc(C(N)=O)c1C (configuration not stated),11,11,-2,4,-3,11,0,1.8,0

# Remaining list, next part:
SMILES,TbHK1 inh,Mdm2 ligase inh,Hck Nef HTS,14-3-3 Bad inh,NCF1 inh,EBV gp42 inh,Runt-CBFb FRET,zVAD death inh,Runt-SMMHC FRET
CCOC(=O)c1c(C)[nH]c(-c2csc(C)n2)c1C,0,-4,24,-13,-11,-23,0,6.7,2
CCc1ccc2c(c1)C(c1ccc(N3CCOCC3)cc1)=NNC(c1ccncc1)=N2,-22,-2,20,-9,-9,-2,-3,-0.5,-3
CN1CCc2c(sc3nc(NN)n(Cc4ccccc4)c(=O)c23)C1,-38,-20,30,-12,6,-11,2,0.3,8
CCOC(=O)N1CCC(NC(=O)c2cc(S(=O)(=O)NCCc3ccccc3)ccc2F)CC1,2,0,4,4[fluorescence artefact?],-1,6,-5,nt,2
CCOC(=O)c1cnc2c(OC)cccc2c1N1CCN(c2ccccc2OC)CC1,-22,-20,0,2,-13,9,-3,-1.1,-5
COc1cc(NC(=O)Cn2nc(C(F)(F)F)c(Br)c2C)cc([N+](=O)[O-])c1,35,-1,-1,0,-16,8,1,0.1,2
O=C(Nc1ccc([N+](=O)[O-])cc1Br)c1cc2ccccc2nc1Cl,-5,nt,4,10,8,-14,0,-0.3,-1
CCn1c(=O)c(C(=O)NCCCO)c(O)c2ccccc21,-1,-15,0,-1,3,12,0,2.4,0
Cc1cc(Cl)c(S(=O)(=O)Nc2cccc(O)c2)cc1OCC(N)=O,32,7,-1,-5[fluorescence artefact?],-6,-1,1,0.1,5
CCN1CCN(C(c2cccs2)C(C)NS(=O)(=O)c2ccc(C)cc2)CC1 (configuration not stated),4,-1,10,-3,-3,2,-1,-1.6,-2
O=C(CC1SC(=O)N(Cc2cccc3ccccc23)C1=O)Nc1nccs1 (configuration not stated),3,-27,0,4,-31,-2,0,1.2,2
Cc1oncc1C(=O)NC1CCCCC1,6,-19,-4,1,-2,0,-2,0.0,-2
CCCn1ncc(CN2CCC(CO)(Cc3ccc(OC)cc3)CC2)c1C,0,-8,5,-8,-1,-16,1,-0.3,1
Cc1ccc(S(=O)(=O)Nc2ccc(Br)cc2C(NCC(=O)O)c2ccccc2)cc1 (configuration not stated),48,-1,1,-18[fluorescence artefact?],2,3,-6,1.2,-7
Fc1ccccc1COc1ccc(Br)cc1CNCC1CCCO1 (configuration not stated),5,-24,5,-3,-10,-1,1,-1.3,-3
O=C(Nc1ccccc1)C1C2CCC3C(CCC21)C3(Cl)Cl (configuration not stated),4,-14,0,8,-8,-4,-1,-0.5,3
O=C(Cc1ccc(Cl)cc1)Nc1ccc(CN2CCCCC2)cc1,-2,-5,0,-7,-12,-7,-2,1.1,1
COc1cccc(C(=O)Nc2cc(=O)n(C)c(=O)n2C)c1,-18,-9,37,-5,-2,-6,2,-0.7,0
CC(C)Cn1[nH]c2c3c(ccc2c1=O)C(=O)c1ccccc1C3=O,-16,2,3,-16[fluorescence artefact?],-10,-13,-4,1.6,0
CCC(CC)c1nnc(NC(=O)c2cccnc2SC)s1,-8,-2,-10,-3,-10,3,-1,25,3
COc1ccc(NC(=O)CSc2nnc(NC(C)=O)s2)c([N+](=O)[O-])c1,-1,-12,14,-12,-3,8,0,1.7,-5
